# RORg inh: qHTS for inhibitors of ROR gamma transcriptional activity; Nuclear receptor ROR-gamma (Mus musculus), P51450; actives 5.4% (n = 310,000); Potency, µM (titrated, usually from 53.6 µM), for inactives: at the highest dose activity change, negative = inhibition, actives largely listed as inhibitors; Drosophila S2 Gal4-RORgamma UAS-luciferase reporter, 20 h; note: potency is the fitted concentration of half-maximal effect; % is set by controls: 0 for no effect and ±100 for the full control effect; nearly all actives have a fitted effect of over 60% in size
#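 Stable Schneider cell line, Gal4 DNA-binding domain fused to ROR gamma, UAS-luciferase. Cmpd 1 hr RT → CuSO4 700 uM final → 20 hr RT → luciferase reagent 10 min → luminescence.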
# Mito fusion act: qHTS Assay for Small Molecule Inhibitors of Mitochondrial Division or Activators of Mitochondrial Fusion; S. cerevisiae fusion-defective mutant growth rescue, CellTiterGlo 48 h; Potency, µM (highest dose often 46.1 µM), without a hit: at the top dose growth rescue (activation), hits mostly activators; actives 0.23% (n = 320,000);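 note: potency is the fitted concentration of half-maximal effect; % of control where 0% means no effect; nearly all actives have a fitted effect of over 45% in size; temperature-sensitive fusion mutants such as fzo1-1 at 37 °C on non-fermentable ethanol glycerol medium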
#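 Read-out: ATP-based luminescence (CellTiterGlo, 10 min ambient) reporting growth of fusion-defective ts yeast after 48 hours at 37C on glycerol/ethanol YPEG medium in the presence of compound.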
# FLuc modulator: qHTS profiling assay for firefly luciferase inhibitor/activator using purifed enzyme and Km concentrations of substrates (counterscreen for miR-21 project); purified FLuc, Km substrates, luminescence inhibition; Potency, µM (titrated, usually from 57.5 µM), for the others: at the top dose activity change, negative = inhibition, usual class: inhibitors; actives 6.9% (n = 360,000); AID 588342, 2011;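 note: potency is the fitted concentration of half-maximal effect; plate controls were vehicle for no effect and reference inhibitor for full effect; nearly all actives have a fitted effect of over 55% in size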
# Target sequence (P08659 whole entry, looked up): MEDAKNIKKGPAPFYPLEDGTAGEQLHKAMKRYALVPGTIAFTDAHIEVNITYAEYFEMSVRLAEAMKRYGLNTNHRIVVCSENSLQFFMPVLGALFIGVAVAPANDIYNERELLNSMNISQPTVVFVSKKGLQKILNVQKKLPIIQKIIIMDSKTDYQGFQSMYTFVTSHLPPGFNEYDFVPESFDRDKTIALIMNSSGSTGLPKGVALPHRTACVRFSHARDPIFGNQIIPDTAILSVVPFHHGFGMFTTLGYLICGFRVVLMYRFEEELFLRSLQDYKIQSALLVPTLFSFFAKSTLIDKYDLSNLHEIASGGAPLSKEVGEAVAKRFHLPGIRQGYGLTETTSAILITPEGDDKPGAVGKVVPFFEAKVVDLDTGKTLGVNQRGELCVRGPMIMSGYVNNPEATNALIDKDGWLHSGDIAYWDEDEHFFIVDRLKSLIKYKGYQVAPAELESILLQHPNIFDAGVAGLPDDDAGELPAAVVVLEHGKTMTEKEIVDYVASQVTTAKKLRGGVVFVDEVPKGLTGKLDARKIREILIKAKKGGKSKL
#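 Purified P. pyralis luciferase (10nM final) with 10uM D-luciferin and 10uM ATP (Km levels) in 50mM Tris acetate pH 7.5, 10mM Mg acetate, 0.01% Tween-20, 0.05% BSA; qHTS 6-point titration, ~60 µM downward; luminescence read.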
# ELG1 repair inh: qHTS screen for small molecules that inhibit ELG1-dependent DNA repair in human embryonic kidney (HEK293T) cells expressing luciferase-tagged ELG1 | HEK293T ELG1-luciferase reporter, luminescence, 16 h; DNA damage induced by 5-fluorouridine | actives 2.3% (n = 330,000) | Potency, µM (highest dose often 46.1 µM), without a hit: top-dose activity change, negative = inhibition, usual class: inhibitors | AID 504467, 2011; note: potency is the fitted concentration of half-maximal effect; % is set by controls: 0 for no effect and ±100 for the full control effect; nearly all actives have a fitted effect of over 55% in size
#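 Overnight (16 hr) co-exposure of 2,000 cells/well to 5-fluorouridine and compound at 37 °C preceded detection. Luciferase was quantified via ONE-Glo luminescence; loss of signal denotes inhibition.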
# Rab9 promoter act: qHTS Assay for Rab9 Promoter Activators; actives 2.8% (n = 320,000); Huh7 Rab9 promoter-luciferase reporter, luminescence, 24 h; Potency, µM (series often up to 9.22 µM), inactives show top-dose activation, negative = inhibition, actives largely listed as activators; AID 485297, 2010; note: potency is the fitted concentration of half-maximal effect; % of control where 0% means no effect; nearly all actives have a fitted effect of over 60% in size
#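 Using Huh7 cells stably transfected with Rab9 promoter–luciferase, compounds were incubated 24 h at 37 °C, 5% CO2; luciferase luminescence was read 10 min after reagent addition.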
# NPC1 prom act: qHTS Assay for NPC1 Promoter Activators | Huh7 NPC1 promoter luciferase reporter, 24 h | Potency, µM (doses to about 9.22 µM), for the others: top-dose activation, actives largely listed as activators | actives 2.4% (n = 320,000);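 note: potency is the fitted concentration of half-maximal effect; % of control where 0% means no effect; nearly all actives have a fitted effect of over 60% in size; reporter is driven by a mutant NPC1 promoter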
#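 Huh7 reporter cells (NPC1 promoter driving luciferase) are dosed with compound for 24 h at 37 °C, 5% CO2; luciferase detection reagent is then added and luminescence measured after 10 min at ambient temperature.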
# KCNH2 3.1 block: qHTS for Inhibitors of KCHN2 3.1: Mutant qHTS. U2OS KCNH2 3.1, thallium flux FluxOr; active compounds read low. activity change, % (tested at about 1.8 µM). actives 0.95% (n = 340,000). AID 720553, 2013;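 active = maximum activity change below -70%; inconclusive = maximum activity change from -70% to -50%; inactive = maximum activity change above -50%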;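 note: thallium influx rate constant from kinetic fluorescence after stimulation buffer; % is set by controls: 0 for no effect and ±100 for the full control effect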
#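 Measured as rate of thallium-driven FluxOr signal in transduced U2OS cells carrying the 3.1 channel, read kinetically for 2 min upon stimulation; values are rate constants scaled to DMSO control wells.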
# MBNL1 CUG block: qHTS Assay for Inhibitors of MBNL1-poly(CUG) RNA binding | TR-FRET MBNL1-His/biotin-(CUG)12 binding, 665/545 ratio | Potency, µM (doses to about 57.5 µM), without a hit: at the top dose activity change, negative = inhibition, most hits filed as inhibitors | actives 0.036% (n = 280,000); active = well fitted inhibition curve with a large enough effect in the signal ratio, with a control signal flat, not every such curve was filed as active; inconclusive = small, poorly fitted or top-dose-only effect, or effect the other way, or a change in a side signal; inactive = no such curve, though single readings can be large or run the other way; the % refers to the signal ratio; note: potency is the fitted concentration of half-maximal effect; % is set by controls: 0 for no effect and ±100 for the full control effect
# Target sequence (Q9NR56 whole entry, looked up): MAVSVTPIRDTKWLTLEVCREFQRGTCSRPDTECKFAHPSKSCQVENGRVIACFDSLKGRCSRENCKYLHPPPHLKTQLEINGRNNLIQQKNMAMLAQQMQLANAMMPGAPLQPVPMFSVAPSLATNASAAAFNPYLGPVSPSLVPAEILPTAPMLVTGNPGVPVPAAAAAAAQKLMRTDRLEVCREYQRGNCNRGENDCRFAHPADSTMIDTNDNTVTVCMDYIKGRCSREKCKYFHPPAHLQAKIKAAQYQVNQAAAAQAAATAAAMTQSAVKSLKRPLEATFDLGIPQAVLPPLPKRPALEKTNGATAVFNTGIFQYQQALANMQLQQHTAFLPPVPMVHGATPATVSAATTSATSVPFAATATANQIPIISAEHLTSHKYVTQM
#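 TR-FRET between His-tagged MBNL1 and biotin-(CUG)12 RNA, detected with Tb anti-His antibody (0.055 ng/ul) and streptavidin-XL665 (5 nM), 60 min at room temperature. Compounds titrated 92 nM to 58 uM; 665/545 nm ratio normalized to buffer and complex controls.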
# Menin MLL FP TR: qHTS Assay for Inhibitors Targeting the Menin-MLL Interaction in MLL Related Leukemias: Competition With Texas Red Labeled MLL-derived Mutant Peptide | O00255 | Menin + Texas Red MLL mutant peptide, fluorescence polarization | Potency, µM (series often up to 61.6 µM), without a hit: at the highest dose FP activity change, negative = inhibition, most hits filed as inhibitors | AID 1768, 2009 | actives 0.23% (n = 270,000); active = well fitted inhibition curve with a large enough effect in the polarisation, with a control signal flat, not every such curve was filed as active; inconclusive = small, poorly fitted or top-dose-only effect, or effect the other way, or a change in a side signal; inactive = no such curve, though single readings can be large or run the other way; the % refers to the polarisation; note: potency is the fitted concentration of half-maximal effect; % of control where 0% means no effect; many of its hits are not listed in these tables
# Gal4-VP16 FLuc: VP16 counterscreen qHTS for inhibitors of ROR gamma transcriptional activity. AID 2546, 2010. Potency, µM (titrated, usually from 53.6 µM), inactives show at the highest dose activity, negative = inhibition, actives largely listed as inhibitors. Drosophila S2 Gal4-VP16 UAS-luciferase, luminescence, 20 h. actives 3.5% (n = 310,000);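 note: Gal4-VP16 expression switched on by copper sulfate through the metallothionein promoter; potency is the fitted concentration of half-maximal effect; % is set by controls: 0 for no effect and ±100 for the full control effect; nearly all actives have a fitted effect of over 50% in size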
# PKM2 act: qHTS Assay for Activators of Human Muscle isoform 2 Pyruvate Kinase | Pyruvate kinase PKM (Homo sapiens), P14618 | purified PKM2, Kinase-Glo ATP luminescence, activation; response scale: 0% is enzyme alone, no compound | Potency, µM (highest dose often 57.5 µM), inactives show at the top dose activation, actives largely listed as activators | actives 0.34% (n = 260,000); note: potency is the fitted concentration of half-maximal effect; % is set by controls: 0 for no effect and ±100 for the full control effect; nearly all actives have a fitted effect of over 55% in size
#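 ATP formation by purified human PK-M2, quantified via coupled luciferase luminescence after 1 h at room temperature with 0.1 mM ADP and 0.5 mM PEP final.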
# * = called active by the depositor; ? = inconclusive; nt = no result given; & = joins results of further samples; [ ] = another dose, or the depositor's remark. Unless noted, calls come from the whole dose curve; as a rule, active = well fitted curve in the direction sought with a large enough effect; inconclusive = small, poorly fitted or top-dose-only effect, or another doubt; inactive = no such curve, though single readings can be large; an effect the other way counts as inactive or inconclusive.
SMILES,RORg inh,Mito fusion act,FLuc modulator,ELG1 repair inh,Rab9 promoter act,NPC1 prom act,KCNH2 3.1 block,MBNL1 CUG block,Menin MLL FP TR,Gal4-VP16 FLuc,PKM2 act
CC(C)[C@@H]1NC(=O)c2cc([N+](=O)[O-])cc(I)c2NCCC[C@@H](C(N)=O)NC(=O)[C@H](CO)NC1=O,-14%,4%,7%,30%,-3%,-2%,nt,?,1%,-1%,-12%
COc1ccccc1N(Cc1ccccc1)S(=O)(=O)c1cccc(C(=O)Nc2ccc(C)cn2)c1,nt,13%,2%,?,-11%,-10%,-24,nt,nt,nt,nt
CCN(CC)S(=O)(=O)c1cc(-c2nn(C)c(=O)c3ccccc23)ccc1C,-6%,7%,1%,12%,0%,-4%,-31,-21%,19%,8%,-2%
CCOC(=O)C1CCN(c2nc3c(C)cccn3c(=O)c2/C=C(\C#N)S(=O)(=O)c2ccccc2)CC1,14%,1%,1%,-1%,-21%,1%,-34,nt,nt,1%,-6%
COc1ccc(-c2nnc3sc(C(C)N4C(=O)c5ccccc5C4=O)nn23)cc1 (stereo unspecified),33%,6%,4%,-7%,1%,-2%,2,-11%,-1%,-10%,5%
COCCN(CC(=O)Nc1ccccc1C)S(=O)(=O)c1ccc(S(=O)(=O)N2CCCC2)cc1,-8%,-1%,5%,-26%,-2%,-2%,-3,5%,13%,-1%[0.365 µM],-1%
O=C(O)CSCC(=O)N1CCCN(c2ccc(C(F)(F)F)cn2)CC1,0%,-5%,5%,-2%,-1%,0%,0,1%,3%,-8%,nt
CCC(C)Sc1nc2c(c(=O)[nH]c(=O)n2C)n1CCc1ccccc1 (stereo unspecified),39%,22%,2%,?,-3%,2%,-3,5%,1%,0%,-4%
COc1ccc(S(=O)(=O)N2CCOC23CCN(S(=O)(=O)c2cc(C)ccc2OC)CC3)cc1,nt,-2%,7%,-3%,3%,-5%,-5,nt,nt,nt,nt
O=C(NNS(=O)(=O)c1ccccc1F)c1sccc1-n1cccc1,3%,-3%,-20%,-14%,-5%,-3%,6,-1%,7%,-7%,-4%
Fc1ccccc1OCCn1c(=S)[nH]c2ccccc21,5.6µM*,-3%,-11%,14%,9%,0%,-9,12%,22%,4.5µM*,-1%
COCC(=O)N1CCC(Oc2cccc(C(=O)NCc3ccccn3)c2)CC1,-27%,-2%,1%,-10%,0%,-6%,-11,-7%,-6%,-1%,nt
O=C(NNC(=O)c1ccc(S(=O)(=O)N2CCCCC2)cc1)c1ccccc1,15%,1%,-3%,-5%,1%,-1%,-13,1%,-2%,-10%,-1%
CC(C)=CC(=O)N1CCC(N2CCC(C(=O)NCC3CCCO3)CC2)CC1 (stereo unspecified),-2%,3%,-1%,16%,3%,-1%,33,0%,nt,-7%,1%
COc1ccccc1NC(=S)NCCc1ccc(F)cc1,5µM*,-4%,7%,-9%,-9%,-3%,1,-5%,-1%,-2%[10 µM],1%
O=S(=O)(c1ccc(S(=O)(=O)N2CCN(C/C=C/c3ccccc3)CC2)cc1)N1CCCC1,25%,-3%,0%,0%,-4%,-3%,6,-9%,-3%,-19%,-8%
CCN(CC)CCn1c2ccccc2c2nc3ccccc3nc21,-9%,-2%,21µM*,?,?,?,3,?,-15%,-2%,5%
O=C(NC(=S)NCCN1CCOCC1)c1cccc(Cl)c1,11µM*,-8%,0%,18%,-6%,1%,-25,2%,-16%,?,0%
CCOc1ccccc1C1CC(=O)Nc2c1c(=O)n(C)c(=O)n2C (stereo unspecified),0%,-1%,2%,10%,-5%,0%,0,2%,2%,9%,-1%
O=C(CN(C1CCCCC1)S(=O)(=O)c1ccc(F)cc1)NCc1ccncc1,-8%,1%,-2%,3%,3%,10%,-9,-4%,3%,-1%,-2%
O=C(C1CCCN(S(=O)(=O)Cc2ccccc2)C1)N1CCC(Cc2ccccc2)CC1 (stereo unspecified),1%,8%,0%,?,-1%,0%,-13,-5%,?,-8%,1%
Cc1csc(=Nc2c(C)n(C)n(-c3ccccc3)c2=O)n1Cc1ccccc1,16%,-1%,6%,-25%,2%,-5%,0&-7,3%,?,5%,10%
O=C(OCC(=O)N1N=C(c2ccc(Cl)cc2)CC1c1ccco1)c1ccco1 (stereo unspecified),-25%,-1%,0%,?,-4%,1%,1,-3%,0%,7%,11%
COC(=O)[C@@H](NCc1cccc(CN[C@H](C(=O)OC)c2ccccc2)c1)c1ccccc1,12%,-1%,4%,-10%,-1%,-6%,0,-2%,?,3%,0%
CCCCNC(=S)Nc1ccccc1Cc1ccccc1,-2%,29%,-2%,?,-8%,0%,-5,-2%,1%,-4%,-3%
COc1ccc(C(=O)N2CCN(S(=O)(=O)c3cc(Cl)ccc3OC)CC2)cc1,0%,0%,-2%,-4%,-14%,-1%,nt,-6%,?,2%,1%
COc1cc(OC)cc(OC(=O)C2CCN(C3=NS(=O)(=O)c4ccccc43)CC2)c1,nt,11%,6%,3%,7%,7%,3,nt,nt,nt,nt
Cc1ccccc1-n1nc2c(c1NC(=O)c1ccco1)CS(=O)(=O)C2,2%,-6%,2%,4%,0%,1%,-33,-10%,19%,-5%,nt
O=C1CC(C(=O)NC2CCCCC2)C2(CCCCC2)O1 (stereo unspecified),4%,-1%,0%,-4%,-8%,0%,-11,-3%,8%,-11%,7%
O=C(O)c1ccccn1,-2%[10 µM],-3%,1%,9%,-1%,-9%,-13,nt,10%,-2%,nt

# Printed as active in RORg inh (from the list above):
structure	RORg inh	Mito fusion act	Rab9 promoter act	NPC1 prom act	Menin MLL FP TR	PKM2 act
Fc1ccccc1OCCn1c(=S)[nH]c2ccccc21	5.6µM*	-3%	9%	0%	22%	-1%
COc1ccccc1NC(=S)NCCc1ccc(F)cc1	5µM*	-4%	-9%	-3%	-1%	1%
O=C(NC(=S)NCCN1CCOCC1)c1cccc(Cl)c1	11µM*	-8%	-6%	1%	-16%	0%

# (list continues)
SMILES,RORg inh,Mito fusion act,FLuc modulator,ELG1 repair inh,Rab9 promoter act,NPC1 prom act,KCNH2 3.1 block,MBNL1 CUG block,Menin MLL FP TR,Gal4-VP16 FLuc,PKM2 act
COc1cccc(C(=O)Nc2nc(SCc3ccc(Cl)cc3)n[nH]2)c1,-4%,8%,-4%,?,3%,0%,-36,-3%,nt,11%,8%
Cc1ccc(NC(=S)N2CCCC2)cc1C,?,-13%,-14%,?,7%,3%,-2,-4%,nt,-18%,-1%
O=C(Nc1cnn(Cc2ccc(Cl)cc2Cl)c1)c1cc(-c2cccs2)on1,-40%,0%,0%,-14%,3%,0%,-9,0%,-4%,-22%,1%
Cc1cc(=O)oc2cc(NC(=O)c3cccc(S(C)(=O)=O)c3)ccc12,10%,-3%,?,?,?,?,-13,11%,4%,21%,nt
NC(=O)c1ccc(CSc2nc3ccccc3s2)cc1,?,5%,?,?,2.8µM*,?,-10,1%,nt,23%,1%

# Some of these compounds in order of molecular weight, largest number first:
SMILES,RORg inh,Mito fusion act,FLuc modulator,ELG1 repair inh,Rab9 promoter act,NPC1 prom act,KCNH2 3.1 block,MBNL1 CUG block,Menin MLL FP TR,Gal4-VP16 FLuc,PKM2 act
COc1cccc(C(=O)Nc2nc(SCc3ccc(Cl)cc3)n[nH]2)c1,-4%,8%,-4%,?,3%,0%,-36,-3%,nt,11%,8%
Cc1cc(=O)oc2cc(NC(=O)c3cccc(S(C)(=O)=O)c3)ccc12,10%,-3%,?,?,?,?,-13,11%,4%,21%,nt
NC(=O)c1ccc(CSc2nc3ccccc3s2)cc1,?,5%,?,?,2.8µM*,?,-10,1%,nt,23%,1%

# Assay outcomes as filed in PubChem BioAssay.

# A portion of the library (hit frequency here may not be typical).
